# Screens as filed in PubChem.
# BRCA1 expr act – qHTS Assay to Identify Small Molecule Activators of BRCA1 Expression; hit rate 1.1% among 380,000; MCF7-BRCA1-FFLuc reporter, luminescence, 48 h; response scale: scaled: vehicle 0%, 10 µM genistein 100%; Potency, µM (series often up to 46.1 µM), for the others: at the top dose activation, usual class: activators; AID 624202, 2012; active means well fitted activation curve with a large enough effect; inconclusive means small, poorly fitted or top-dose-only effect; inactive means no such curve, though single readings can be large or run the other way; further: nearly all actives have a fitted effect of over 80% in size; some results filed as inactive show a strong effect at the top dose
#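 First, MCF7-BRCA1-FFLuc cells (2000/well) attach for 2 h; next, compounds are pin-added and incubated 48 h at 37 °C; finally, luciferase reagent is added and luminescence read after 15 min.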
# uPA surface inh – qHTS for Inhibitors of Cell Surface uPA Generation; cell surface uPA generation assay, qHTS; Potency, µM (highest dose often 38.3 µM), for the others: at the top dose activity change, negative = inhibition, usual class: inhibitors; AID 540303, 2011; hit rate 0.31% among 330,000; active means well fitted inhibition curve with a large enough effect; inconclusive means small, poorly fitted or top-dose-only effect; inactive means no such curve, though single readings can be large or run the other way; tested in mouse RAW 264.7 cells; further: on the % scale 0 is the no-effect control and ±100 the full control effect; nearly all actives have a fitted effect of over 55% in size
# * marks the source's active call; other numbers are inactive results; u = inconclusive; [ ] = dose if it differs, or a comment. Potency means the concentration at half of the fitted maximal effect. An excerpt; the hit share may differ from the screen's.
Compound	BRCA1 expr act	uPA surface inh
COC(=O)[C@@H](NCc1ccc(OC)c(B(O)O)c1)C(C)C	7%	5%
NC(=O)C1=C[C@@H](c2ccccc2)C[C@@H](OCCCCO)O1	-1%	9%
O=C1OCCC1=Cc1ccccc1	-9%	1%
CC(=O)Nc1cc2c(cc1[N+](=O)[O-])-c1ccccc1C2=NO	-28%	-1%
O=C(CN1C(=O)c2cccc3cccc1c23)Nc1ccccc1C(=O)NCc1ccco1	-3%	-17%
CC1(O)CC2CC1C(C(=O)O)C2C(=O)O (configuration not stated)	-1%	12%
CC(=O)OC1CCC2(C)C3CCC4(C)C(C(C)=O)CCC4C3CC3OC32C1 (configuration not stated)	-3%	3%
Clc1ccc2c(c1)Nc1ccccc1CC2	2%	3%
COC(=O)c1ccc(N2CCN(CC(=O)c3ccc(C)cc3)CC2)c([N+](=O)[O-])c1	-27%	u
Cc1ccc2cc3c(=O)n(C)cc(C=O)c3nc2c1	-46%	0%
O=c1[nH][nH]c2cc([N+](=O)[O-])ccc12	-11%	-3%
O=C(CCCC(=O)NN=Cc1ccc(Cl)cc1Cl)NN=Cc1ccc(Cl)cc1Cl	-5%	2%
O=C(Nc1ccc(OC(F)(F)F)cc1)c1ccc2c(c1)no[n+]2[O-]	-32%	-14%
COc1ccc(NC(=O)CC(=O)Nc2ccc(OC)cc2)cc1	-24%	6%
O=C(c1ccccc1)N1CCN(C(=O)c2ccccc2)c2ccccc21	-1%	-6%
O=C(OCc1ccccc1)N1CCC2CC1c1c(Cl)cccc12 (configuration not stated)	6%	-27%
O=C(C(Cl)Cl)N1CC2CCC(CC2)C1	-18%	1%
COc1cc(OC)nc(NC(=O)CSc2nnc(-c3ccccc3)n2C2CCCCC2)n1	-15%	9%
CC(OC(=O)C1CCN(S(=O)(=O)c2ccc3c(c2)OCCO3)CC1)C(=O)NC1(C#N)CCCCC1 (configuration not stated)	2%	4%
CCCCCCCCCCCCCCCC(=O)OCC1OC(n2ccc(N)nc2=O)C(O)C1O (configuration not stated)	-26%	-9%
CC[C@]12C(=O)N(C)C[C@H]([C@@H]3C(=O)N(Cc4ccccc4)C(=O)[C@@H]31)N2C(=O)c1ccc(Br)cc1	7%	-6%
COC(=O)C(C(=O)OC)C1C=CCN(C(C)=O)C1 (configuration not stated)	5%	-3%
OC(c1ccccc1)C(O)c1ccccc1 (configuration not stated)	1%	5%
Cc1ccc(-n2ncc3c2CCCC3NC(=O)CCn2ccnc2C)cc1C (configuration not stated)	-18%	14%
O=[N+]([O-])c1ccc(COc2cccc(CN3CCCC3)c2)cc1	3%	-11%
COc1cc(C(C)=NNC(=O)c2ccncc2)ccc1O	-1%	1%
O=C1C=CC(=O)N1c1ccccc1N1C(=O)C=CC1=O	-80%	-19%
CC(C)(C)c1nnc(NS(=O)(=O)c2ccc(F)cc2)s1	-6%	1%
O=C(NNC(=O)c1cccc2ccccc12)c1ccc(Br)cc1	61%	-2%
Cc1[nH]n(-c2ccccc2)c(=O)c1C(c1ccc(O)c([N+](=O)[O-])c1)c1c(C)[nH]n(-c2ccccc2)c1=O	-8%	-1%
CC(=O)N1CCN(c2ccc(Oc3nc(-c4ccccc4)nc4ccccc34)cc2)CC1	3%	3%
Cn1c(=S)c2[nH]c(SCc3cccnc3)nc2n(C)c1=O	-28%	5%
O=S(=O)(Nc1ccc(O)c2ccccc12)c1ccc(F)cc1	-47%	u
C(#CCN1CCOCC1)CCCN1CCOCC1	2%	3%
Cc1ccc(NC(=O)C(C)OC(=O)c2nc(Cl)ccc2Cl)cc1S(=O)(=O)N1CCOCC1 (configuration not stated)	-34%	18%
Nc1ccn(C2CCCO2)c(=O)n1 (configuration not stated)	0%	0%
COc1ccc(CNc2ccncc2)c(OC)c1OC	6%	0%
CCN(CC)c1ccc(C=NN2CCCCCC2)cc1	45%	-4%
CC(C)C(=O)Nc1cccc(COc2ccc(CN(Cc3ccccc3)C(=O)OC(C)(C)C)cc2)c1	-43%	-17%
Nc1ccccc1-c1ccc(Cl)cc1	-17%	-4%
Cc1cc(NS(=O)(=O)c2ccc(Br)s2)no1	5%	5%
N#CC(C#N)=C1SC(=Nc2ccccc2)C(=Nc2ccccc2)N1c1ccccc1	-86%[inhibitor]	1%
O=C(CC(NCCN1CCOCC1)C(=O)O)Nc1cccc(Cl)c1 (configuration not stated)	-8%	0%
CN(C(=O)c1cccc(NC(=O)Cc2cccc(NC(=O)C3CCCN(C(=O)C4CCCCC4)C3)c2)c1)C1CCC1 (configuration not stated)	9%	22%
COc1ccc2c(c1)CCc1cnoc1-2	18%	-1%
O=C(Cc1ccc(NC(=O)C2CCCN(C(=O)C3CC3)C2)cc1)Nc1cccc(C(=O)N2CCCC2)c1 (configuration not stated)	3%	1%
COc1ccc(OC)c(Nc2cc(C)nc3ccc(C)cc23)c1	-30%	-5%
CCOC(=O)c1ccc(NC(=O)C2CCN(S(=O)(=O)c3ccccc3)CC2)cc1	-7%	7%

# Some of the entries so far, with values ahead of the structure.
BRCA1 expr act | uPA surface inh | compound
2% | 3% | C(#CCN1CCOCC1)CCCN1CCOCC1
-34% | 18% | Cc1ccc(NC(=O)C(C)OC(=O)c2nc(Cl)ccc2Cl)cc1S(=O)(=O)N1CCOCC1 (configuration not stated)
0% | 0% | Nc1ccn(C2CCCO2)c(=O)n1 (configuration not stated)
6% | 0% | COc1ccc(CNc2ccncc2)c(OC)c1OC
45% | -4% | CCN(CC)c1ccc(C=NN2CCCCCC2)cc1
-43% | -17% | CC(C)C(=O)Nc1cccc(COc2ccc(CN(Cc3ccccc3)C(=O)OC(C)(C)C)cc2)c1
-17% | -4% | Nc1ccccc1-c1ccc(Cl)cc1
5% | 5% | Cc1cc(NS(=O)(=O)c2ccc(Br)s2)no1
-86%[inhibitor] | 1% | N#CC(C#N)=C1SC(=Nc2ccccc2)C(=Nc2ccccc2)N1c1ccccc1
-8% | 0% | O=C(CC(NCCN1CCOCC1)C(=O)O)Nc1cccc(Cl)c1 (configuration not stated)
9% | 22% | CN(C(=O)c1cccc(NC(=O)Cc2cccc(NC(=O)C3CCCN(C(=O)C4CCCCC4)C3)c2)c1)C1CCC1 (configuration not stated)
18% | -1% | COc1ccc2c(c1)CCc1cnoc1-2
3% | 1% | O=C(Cc1ccc(NC(=O)C2CCCN(C(=O)C3CC3)C2)cc1)Nc1cccc(C(=O)N2CCCC2)c1 (configuration not stated)
-30% | -5% | COc1ccc(OC)c(Nc2cc(C)nc3ccc(C)cc23)c1
-7% | 7% | CCOC(=O)c1ccc(NC(=O)C2CCN(S(=O)(=O)c3ccccc3)CC2)cc1

# Next entries follow:
Compound	BRCA1 expr act	uPA surface inh
CC(C)C[C@H]1CNC(=S)N1CC1CCCN1C[C@H](Cc1ccc(O)cc1)N1C[C@H](Cc2ccccc2)N(CC2CCCCC2)C1=S (some centres not stated)	-44%	13%
CC1(c2nnc(Cc3ccccc3)o2)CC(c2ccc(F)cc2)=NO1 (configuration not stated)	10%	8%
Cc1cc(C)nc(N2CCN(c3nc(-c4ccccc4)nc4c3oc3ccccc34)CC2)n1	0%	2%
Cc1ccc[n+](CC(=O)c2ccc(NC(=O)c3ccccc3)cc2)c1C	-1%	3%
COc1ccc(CC(=O)Nc2cc(S(=O)(=O)N3CCOCC3)ccc2N2CCCC2)c(OC)c1	-12%	11%
S=C(Nc1ccc(Cl)cc1)N1CCOCC1	25%	-7%
O=C(N[C@@H](Cc1ccc(O)cc1)C(=O)O)c1ccncc1	17%	12%
O=C1C=C(N2CCOCC2)CO1	0%	-2%
O=C1CCN(c2ccccc2)N1	3%	3%
COc1ccc(N(C(=O)c2cnccn2)C(C(=O)NC2CCCCC2)c2ccc(Cl)cc2)cc1 (configuration not stated)	-25%	0%
O=C(Cc1cccc(NC(=O)C2CCN(C(=O)C3CCC3)CC2)c1)Nc1cccc(C(=O)N2CCOCC2)c1	-1%	8%
O=[N+]([O-])c1ccc2[nH]c(=S)[nH]c2c1	-10%	-2%
Brc1ccc(C2Nc3cccc4cccc(c34)N2)cc1	-38%	-3%
COc1ccc2c(c1)C(=O)Cc1ccccc1O2	1%	-2%
O=C(Nc1ccc2nc3n(c(=O)c2c1)CCCC3)c1ccc(Cl)nc1	-1%	4%
CCOc1cc2c(cc1O)CCC1C2CCC2(C)C(O)CCC12 (configuration not stated)	-77%	-9%
CC(C)c1nc(SCC(=O)N2CCCC2)c2c(=O)n(C)c(=O)n(C)c2n1	14%	-28%
C=C1C(=O)c2sccc2C(c2ccc(OC)c(OC)c2)C1COC(C)=O (configuration not stated)	-108%[inhibitor]	-8%
CN(CC(=O)Nc1c(Cl)cccc1Cl)C(=O)c1ccc(NS(=O)(=O)c2ccc3[nH]c(=O)[nH]c3c2)cc1	9%	1%
CCCCCCCCN1[C@@H](CC(=O)OCC)c2cc(C(F)(F)F)ccc2S1(=O)=O	-17%	5%
CC(O)(Cc1cccnc1)c1cccs1 (configuration not stated)	-3%	9%
CC1=CC(=O)C(C(C)=Nc2cccc(Cl)c2)C(=O)O1 (configuration not stated)	2%	-1%
CC1=C(c2ccccc2)C=NNCC1=O	13%	0%
O=C(/C=C/c1cccc([N+](=O)[O-])c1)c1ccc([N+](=O)[O-])o1	-17%	u
Cc1nc(N2CCN(Cc3ccc4c(c3)OCO4)CC2)c2oc3ccccc3c2n1	-75%	-3%
COc1ccccc1C1=NOC(C)(c2nnc(-c3cccc(Cl)c3)o2)C1 (configuration not stated)	-9%	-17%
O=C(Cn1cc(COc2ccccc2C(F)(F)F)nn1)c1ccc(O)cc1	-2%	2%
c1ccc2[nH]c(-c3ccc4c(c3)OCO4)nc2c1	u	-13%
CC(=O)Nc1c(-c2ccccc2)nc2ccc(Cl)cn12	-13%	-8%
O=C1CCCC(O)=C1Sc1cc(Cl)c(Cl)cc1Cl	-5%	2%
O=C(Nc1ccccc1Cl)O/N=C/c1ccncc1	-2%	11%
O=c1[nH]c2c(c(=O)n1-c1ccccc1)CCO2	1%	3%
CC(=O)Nc1cc2c(cc1Cl)Cc1cc(Cl)ccc1-2	-54%	-6%
Cn1c(=O)c2nc(NCc3ccccc3)sc2n(C)c1=O	-32%	0%
C[C@@H]1CN(S(=O)(=O)C(C)(C)C)[C@@H](CCO)/C1=C\c1ccccc1	17%	-7%
c1ccc(COc2ncnc3c2ncn3CCCNCc2ccc3c(c2)OCO3)cc1	-14%	3%

# Continued:
# Each structure is followed by: BRCA1 expr act	uPA surface inh
- O=c1[nH]c2ccc(Br)cc2o1
  1%	0%
- COc1nnc(-c2ccc(N3CCCCC3)c(N)c2)c2ccccc12
  -38%	-6%
- O=C(NCc1ccc(OC(F)(F)F)cc1)c1ccc2c(c1)S(=O)(=O)c1ccccc1C2=O
  -2%	-8%
- O=S1(=O)c2ccc(Br)cc2N2CCC[C@@H]2CN1C1CC1
  7%	u
- NC(=S)NN=C(c1ccc(F)cc1)C1CC1
  -8%	3%
- CC(=O)Nc1ccc(S(=O)(=O)NC2(c3ccccc3)C(=O)N(C)C(=O)N(C)C2=O)cc1
  -6%	-1%
- COc1cc(OC)c(OC)cc1CNCC1COc2ccccc2O1 (configuration not stated)
  2%	-22%
- Nc1nonc1-n1nnc(C(=O)N/N=C/c2cccc(F)c2)c1CN1CCCCCC1
  0%	6%
- CCN(C(=O)COC(=O)/C=C/c1nc2ccccc2s1)c1c(N)n(Cc2ccccc2)c(=O)[nH]c1=O
  -5%	-1%
- COCCC1CCCCN1C(=O)c1ccc(OC)c(OC2CCN(C(C)=O)CC2)c1 (configuration not stated)
  -13%	3%
- Cc1nc(CN2CCCCC2)c(O)c(=O)[nH]1
  -4%	-1%
- O=C(O/C(=C/c1ccccc1)C(F)(F)F)c1ccccc1
  -2%	2%
- CCCNc1ncnc2c1cnn2C1CCCCO1 (configuration not stated)
  59%	-1%
- COc1ccc(NC(=S)NCCSc2ccc(C)cc2)c(OC)c1
  -10%	6%
- NC(N)=Nc1ccc(C=C2C=Cc3ccccc32)cc1
  -88%	2%
- CC1CC(C)(C)OC(c2ccc(C(C)C)cc2)O1 (configuration not stated)
  12%	13%
- COc1ccc(CN2CCN(C(=O)c3ccccc3F)CC2)c(OC)c1OC
  6%	0%
- CC(C)CN1CCC(CN2CCNC(=O)C2=O)CC1
  1%	-6%
- CN1C[C@@H]2[C@@H]3C(=O)N(Cc4ccccc4)C(=O)[C@@H]3[C@](C)(C1=O)N2C(=O)c1ccc(C(C)(C)C)cc1
  10%	-2%
- NC(=O)c1ncn([C@@H]2O[C@H](CNCc3c(OCc4ccccc4F)ccc4ccccc34)[C@@H](O)[C@H]2O)n1
  5%	-10%

# Reprinted at random: two records from the list, in no set order.
# Each structure is followed by: BRCA1 expr act	uPA surface inh
- CN1C[C@@H]2[C@@H]3C(=O)N(Cc4ccccc4)C(=O)[C@@H]3[C@](C)(C1=O)N2C(=O)c1ccc(C(C)(C)C)cc1
  10%	-2%
- O=C(O/C(=C/c1ccccc1)C(F)(F)F)c1ccccc1
  -2%	2%

# Next section
# Each structure is followed by: BRCA1 expr act	uPA surface inh
- O=C1c2ccccc2S(=O)(=O)c2cc(C(=O)N3CCN(c4ncccn4)CC3)ccc21
  1%	8%
- Cc1[nH]nc(-c2cccnc2)c1N=NN(C)C
  -93%[inhibitor]	-11%
- COc1ccccc1N(CC(=O)NCCSc1ccccc1)S(=O)(=O)c1ccccc1
  -31%	9%
- N#Cc1c(C(F)(F)F)cc(-c2cccs2)nc1SC(C(=O)O)c1ccccc1 (configuration not stated)
  -15%	-16%
- COc1cc(OC)c(-c2oc3ccccc3c(=O)c2O)c(OC)c1
  -60%	-7%
